CR mimetic SO = caloric restriction mimetics inhibiting age-related superoxide in yeast; S. cerevisiae aged cells, superoxide DHE fluorescence; hits give low values; superoxide response (% of plate mean), % at 10 µM; actives 0.18% (n = 330,000);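 active = superoxide response under a set limit, about three screen SD below normal, cut at about 65% in these data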;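 also: yeast aged for seven days with compound at 30 °C before DHE staining; 100% = average MFI of all compound-treated wells on the plate with controls excluded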
GRK2 aptamer HTS = inhibitors of human GRK2 displacing RNA aptamer; bead flow cytometry, FAM-aptamer displacement from GRK2; P25098; inhibition of aptamer binding, % at 10 µM; actives 0.59% (n = 330,000);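 active = inhibition of aptamer binding above 40%, roughly 3 SD of noise, on plates passing a quality check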;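 also: median bead fluorescence of bound FAM aptamer so fluorescent compounds give negative values; no value below 0 was filed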
Target sequence (P25098 whole entry, looked up): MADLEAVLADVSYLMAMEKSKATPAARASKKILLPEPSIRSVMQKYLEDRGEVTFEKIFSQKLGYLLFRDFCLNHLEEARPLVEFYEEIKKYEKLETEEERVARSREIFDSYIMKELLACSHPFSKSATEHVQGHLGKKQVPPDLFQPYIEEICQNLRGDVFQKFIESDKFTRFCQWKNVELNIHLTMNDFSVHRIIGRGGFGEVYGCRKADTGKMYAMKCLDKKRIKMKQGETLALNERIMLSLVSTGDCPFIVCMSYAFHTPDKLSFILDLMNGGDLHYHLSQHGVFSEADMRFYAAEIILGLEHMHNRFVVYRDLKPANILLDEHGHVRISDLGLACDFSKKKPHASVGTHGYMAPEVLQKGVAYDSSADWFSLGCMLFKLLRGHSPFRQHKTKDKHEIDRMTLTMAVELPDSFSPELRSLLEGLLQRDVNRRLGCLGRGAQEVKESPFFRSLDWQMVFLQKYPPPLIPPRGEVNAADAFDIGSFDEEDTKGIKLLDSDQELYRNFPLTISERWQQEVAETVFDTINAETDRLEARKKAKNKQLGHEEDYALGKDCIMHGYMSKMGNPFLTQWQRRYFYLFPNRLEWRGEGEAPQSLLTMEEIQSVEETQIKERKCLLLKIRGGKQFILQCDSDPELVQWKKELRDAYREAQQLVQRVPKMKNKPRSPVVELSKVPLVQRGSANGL
LAP4-GFP MLPCN = alters LAP4-GFP fluorescence in TOR pathway yeast screen. S. cerevisiae LAP4-GFP multiplex, flow cytometry GFP, 3 h; median GFP as percent of DMSO wells. GFP response vs DMSO, % at 10 µM. actives 0.34% (n = 320,000);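 active = GFP response vs DMSO above a set limit, about the screen mean plus 3 SD, cut at about 150% in these data; inconclusive = under 70 cell events counted for the yeast strain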
MEP2-GFP yeast = alters MEP2-GFP fluorescence in TOR pathway yeast screen; GFP response vs DMSO, % at 10 µM; S. cerevisiae MEP2-GFP strain, flow cytometry GFP, 3 h; 100% = DMSO control level; actives 0.51% (n = 330,000); AID 2016;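 active = GFP response versus DMSO above a set limit, roughly screen mean plus 3 SD, cut at about 180% in these data; inconclusive = fewer than 70 cells counted for a yeast strain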;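 also: median GFP fluorescence of the barcode-gated MEP2-GFP cells per well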
VLA-4 inh = inhibition in a human VLA-4 binding assay | P13612 | inhibition, % (about 7 µM as worked out from the volumes in the protocol) | VLA-4 expressing cells, ligand binding flow cytometry | AID 2557 | actives 0.2% (n = 330,000); in the data active = inhibition above about 50%
RPL19A-GFP yeast = alters RPL19A-GFP fluorescence in TOR pathway yeast screen; S. cerevisiae RPL19A-GFP strain, flow cytometry, 3 h; hits give low values; percent response vs DMSO, % at 10 µM; actives 0.3% (n = 330,000); AID 2025;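 active = percent response vs DMSO below 50%; inconclusive = fewer than 70 events counted for the yeast strain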;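 also: median channel GFP fluorescence of the barcoded RPL19A-GFP strain; ratio of sample median GFP to plate DMSO average so 100% = DMSO; lower means less RPL19A-GFP as with rapamycin TOR inhibition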
AGP1-GFP MLPCN = yeast TOR pathway AGP1-GFP modulation | S. cerevisiae AGP1-GFP multiplex flow cytometry, 3 h; GFP as percent of DMSO wells | GFP response vs DMSO, % at 10 µM | actives 0.02% (n = 320,000) | AID 2066;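 active = GFP response relative to DMSO above a set limit, near screen average plus 3 SD, cut at about 150% in these data; inconclusive = fewer than 70 cells counted for the yeast strain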;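 also: median GFP channel fluorescence of the gated AGP1 strain per well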
CIT2 TOR yeast = modulators of TOR pathway CIT2-GFP in S. cerevisiae; AID 2029; actives 0.065% (n = 320,000); S. cerevisiae CIT2-GFP strain, flow cytometry, 3 h; 100 means same as DMSO wells; GFP response vs DMSO, % at 10 µM;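 active = GFP response relative to DMSO above a set limit, near the screen mean plus 3 SD, cut at about 150% in these data; inconclusive = Fewer than 70 cells measured for a yeast strain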;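 also: ratio of well median GFP fluorescence to mean of DMSO wells on the plate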
Starred values were filed as active, the others as inactive; u = inconclusive; x = no result given; [ ] = another dose, or the depositor's remark.

SMILES	CR mimetic SO	GRK2 aptamer HTS	LAP4-GFP MLPCN	MEP2-GFP yeast	VLA-4 inh	RPL19A-GFP yeast	AGP1-GFP MLPCN	CIT2 TOR yeast
CC(C)C(NC(=O)C1CCCCC1)C(=O)NCCc1ccccc1 (stereo unspecified)	100	0	107	100	10	94	106	100
CCc1cc(=O)[nH]c(SCC(=O)N2CCCC2)n1	88	3	96	100	-20	95	98	99
Cc1cccc(NC(=O)C2CCN(S(=O)(=O)c3c(C)c(C)cc(C)c3C)CC2)n1	106	0	112	102	2	101	110	92
Nc1ccc(Sc2nnnn2-c2ccccc2)c(Cl)c1	109	2	108	97	3	95	94	95
Nc1oc2ccccc2c(=O)c1C=O	94	0	102	108	-7	102	111	99
Nc1nonc1-c1noc(N2CCCCC2)n1	92	2	90	98	12	99	100	97
Cc1ccc(S(=O)(=O)NC(CC(C)C)C(=O)NCc2ccco2)cc1 (stereo unspecified)	100	0	104	99	-20	100	100	107
O=C1CCc2cc(S(=O)(=O)N3CCCCC3)cc3c2N1CC3	84	1	99	108	-4	109	117	112
O=C(Oc1ccccc1)c1cccc(N2C(=O)CCC2=O)c1	101	0	95	93	8	113	74	65
COc1ccc(OC)c(NC(=O)COC(=O)/C=C/c2c(C)nn(C3CCS(=O)(=O)C3)c2Cl)c1 (stereo unspecified)	103	0	96	95	8	97	106	98
CN(C)S(=O)(=O)c1ccc(Cl)c(NC(=O)CN2C(=O)NC(C)(C3CC3)C2=O)c1 (stereo unspecified)	81	0	107	103	-3	101	108	109
COc1ccc(Cl)cc1N(C(C)C(=O)NC1CCCC1)S(C)(=O)=O (stereo unspecified)	96	0	103	95	1	96	103	102
CCCc1cc(=O)[nH]c(SCC(=O)N2CCN(S(=O)(=O)c3ccc4ccccc4c3)CC2)n1	100	4	97	104	x	101	100	96
CN(C(=O)c1cccc(NC(=O)Cc2ccccc2)c1)c1ccccc1	106	0	95	99	8	97	97	95
CCOc1ccc(C(=O)Nc2ccc(N3CCN(S(C)(=O)=O)CC3)cc2)cc1[N+](=O)[O-]	142	0	103	107	3	99	99	96
CC1CCCCC12NC(=O)N(CC(=O)NC(=O)Nc1ccc3c(c1)OCCO3)C2=O (stereo unspecified)	95	0	87	98	-5	99	101	100
CCCCNC(=O)CC1S/C(=N/N=C/c2ccc(OC)cc2)NC1=O (stereo unspecified)	99	4	106	115	6	106	118	120
COc1ccc(OCC(=O)N(C)CC2COc3ccccc3O2)cc1 (stereo unspecified)	89	0	104	100	-6	97	97	93
COc1ccc(O)c(CN2CCCC(C(=O)Nc3cccc(-n4cccn4)c3)C2)c1 (stereo unspecified)	97	2	84	106	6	105	94	86
CC(=O)Nc1ccc(S(=O)(=O)NCC(=O)OCC(=O)Nc2sccc2C(N)=O)cc1	130	0	105	99	0	110	105	96
Cc1cc(Cl)c(S(=O)(=O)Nc2ccc(Cl)cn2)cc1OCC(N)=O	99	4	98	116	-8	93	95	100
COc1cc(NC(=S)Nc2cccnc2)cc(OC)c1	109	0	96	98	3	99	92	94
CCCNC(=S)Nc1ccc(Br)cc1	103	0	95	95	1	94	103	104
CC(=O)Nc1cccc(N=NN2CCCCC2)c1	89	2	101	95	14	99	100	110
CCOc1ccc(CN(C)C(=O)CNC(=O)c2ccccc2)cc1	104	0	113	114	-3	107	103	100

Only VLA-4 inh and CR mimetic SO, for some of the entries so far:
| Structure | VLA-4 inh | CR mimetic SO |
| --- | --- | --- |
| COc1ccc(O)c(CN2CCCC(C(=O)Nc3cccc(-n4cccn4)c3)C2)c1 (stereo unspecified) | 6 | 97 |
| COc1ccc(Cl)cc1N(C(C)C(=O)NC1CCCC1)S(C)(=O)=O (stereo unspecified) | 1 | 96 |

More records:
SMILES	CR mimetic SO	GRK2 aptamer HTS	LAP4-GFP MLPCN	MEP2-GFP yeast	VLA-4 inh	RPL19A-GFP yeast	AGP1-GFP MLPCN	CIT2 TOR yeast
Cn1cnnc1SCc1ccccc1	97	2	96	101	-1	92	95	97
CCN(C(=O)COC(=O)c1oc2ccc(OC)cc2c1C)C1CCCCC1	89	3	111	99	12	95	104	93
c1ccc(Cn2ccnc2-c2ccco2)cc1	85	2	113	108	2	109	112	104
CN(C)C(=O)C(Sc1ccc(S(=O)(=O)N2CCCC2)cn1)c1ccccc1 (stereo unspecified)	102	0	101	100	-1	101	104	97
O=C(NCc1nc2ccccc2[nH]1)C1=C[C@H](c2ccccc2)C[C@H](OCCCCO)O1	103	1	128	97	19	97	85	96
O=C(Nc1c(F)cc(F)cc1Br)C1CCCO1 (stereo unspecified)	107	0	100	104	16	99	103	106
CC(C)(C)NC(=O)C(=O)NCCC1=CCCCC1	91	0	99	104	20	102	99	92
Cc1cc(N)n(-c2ccc(S(N)(=O)=O)cc2[N+](=O)[O-])n1	124	1	93	91	-5	93	90	83
Cc1n[nH]c(C)c1S(=O)(=O)N1CCCC(C(=O)Nc2ccc3c(c2)OCCO3)C1 (stereo unspecified)	96	1	84	77	6	86	86	76
CCCCN1C(=O)C(=O)NC[C@@H]1C(C)CC (stereo partly specified)	105	0	98	105	3	103	110	98
COC(=O)C1C2C=CC3(CN(c4cccc(Cl)c4)C(=O)C13)O2 (stereo unspecified)	113	3	100	104	1	103	106	111
O=[N+]([O-])c1ccccc1N/N=C/c1cc2ccccc2nc1Cl	97	1	107	106	-12	105	105	104
COCCCNC(=O)C1CC(=O)N(CCc2ccccc2)C1 (stereo unspecified)	81	1	111	106	23	106	x	105
COc1ccc2nc(Nc3ccccc3)sc2c1	86	0	133	90	-16	91	83	65
N#Cc1cccc(CN2CCC(=O)N([C@H](CO)Cc3ccccc3)CC2)c1	97	2	126	93	17	93	78	69
CCCS(=O)(=O)c1c(S(=O)(=O)CCC)c2c(C(N)=O)cccn2c1C(=O)c1ccc(F)cc1	97	4	115	102	9	96	98	93
NC(=O)C1CCN(c2oc(/C=C/c3ccc(F)cc3)nc2S(=O)(=O)c2ccccc2)CC1	100	1	102	106	12	100	103	105
C[C@@H]1NC(=O)c2cc([N+](=O)[O-])cc(I)c2OCC[C@@H](C(=O)NC(CC(=O)O)C(N)=O)NC(=O)[C@H](CC(N)=O)NC1=O (stereo partly specified)	93	4	122	97	33	105	89	109
O=C(CSc1ccc(Cl)cc1)NN=C1CCCCCC1	95	1	94	101	10	90	89	84
Cc1ccc(-c2nn(C)c(=O)c3ccccc23)cc1CN1CCOCC1	105	0	105	96	3	101	97	88
CC1=C(C(=O)OCc2ccccc2)C(c2ccc3ccccc3c2)NC(=O)N1CCCC(=O)O (stereo unspecified)	83	5	127	84	-11	94	83	88
C/C=C(/C)C(=O)OC1c2c(ccc3ccc(=O)oc23)OC(C)(C)C1OC(C)=O (stereo unspecified)	106	2	95	116	-9	86	28	127
Cc1cc(NC(=O)COC(=O)c2c(Cl)cccc2Cl)no1	144	3	112	103	3	100	105	91
O=[N+]([O-])c1cc(CN(CCO)CCO)ccc1O	113	6	102	106	4	102	100	107
COc1ccc(/C=N/Nc2nncc3ccccc23)cc1	81	3	101	109	18	103	99	105
SMILES	CR mimetic SO	GRK2 aptamer HTS	LAP4-GFP MLPCN	MEP2-GFP yeast	VLA-4 inh	RPL19A-GFP yeast	AGP1-GFP MLPCN	CIT2 TOR yeast
COc1cc(NC(=S)NCCc2c[nH]c3ccccc23)c(OC)cc1Cl	115	0	111	104	22	105	108	101
CCN(C(=O)COC(=O)c1c(-c2ccccc2)noc1C)c1c(N)n(Cc2ccccc2)c(=O)[nH]c1=O	99	0	83	93	8	81	89	87
O=C1CCCc2c1cc(C(=O)Nc1ccc(Br)cn1)c(=O)n2-c1ccccc1	101	1	102	98	1	99	99	96
CCCn1c(SCC(=O)NCCc2ccc(Cl)cc2Cl)n[nH]c1=O	107	1	109	117	-4	106	95	94
CS(=O)(=O)c1ccc(Cl)c(C(=O)OCC(=O)NC2CCCCCCC2)c1	86	0	103	99	5	97	107	93
COCc1cc(=O)oc2cc(NC(=O)c3ccc(C(C)(C)C)cc3)ccc12	102	1	90	104	15	105	98	101
COc1ccc(NC(=O)c2ccc3c(c2)OCO3)cc1[N+](=O)[O-]	93	3	109	113	-2	103	107	121
C=CCOc1ccc(/C=C/C(=O)OCC(=O)NCCc2ccccc2)cc1	96	0	108	99	10	94	101	79
CCCCCn1c(=O)[nH]c2cc(C(=O)NCc3ccco3)ccc2c1=O	118	0	89	97	8	93	99	97
CCOCCCNC(=S)NCCNc1nc2ccc(C)cc2cc1C#N	117	2	96	101	-1	112	108	102
C/C=C/c1ccc(OCCCNC(C)CC)c(OC)c1 (stereo unspecified)	112	0	94	101	28	98	101	92
Cc1cc(C)c(C#N)c(SCC(=O)c2cc(C)n(CCc3ccccc3)c2C)n1	97	0	95	98	5	96	98	93
O=S(=O)(c1ccc(NC(=S)N/N=C/c2ccc(O)c(O)c2)cc1)N1CCOCC1	89	0	101	100	-5	98	102	91
Cc1ccccc1NC(=S)N(Cc1cccnc1)Cc1ccccc1Cl	101	0	95	97	-5	101	100	102
COc1cccc(N(C(=O)CNC(=O)c2ccco2)C(C(=O)NC2CCCCC2)c2ccncc2)c1 (stereo unspecified)	108	1	97	100	39	97	98	96
CC(C)(C)c1ccc(C(=O)NC2CCS(=O)(=O)C2)cc1 (stereo unspecified)	96	1	89	98	10	103	101	101
COc1ccc(S(=O)(=O)NC2CCSc3ccccc32)cc1OC (stereo unspecified)	107	0	92	99	3	98	99	108
Cc1ccnn1CC(=O)N/N=C/c1cn[nH]c1-c1ccc(F)cc1	89	1	108	107	8	101	115	107
COc1ccc(CNC(=O)CSCc2ccccc2Cl)cc1	94	0	110	102	29	100	100	92
O=C(CCCCCNc1nc(=S)[nH]c2ccccc12)NCCc1c[nH]c2ccccc12	100	2	99	103	-3	107	106	104
Cc1ccc(S(=O)(=O)Cn2nnnc2C(CC(C)C)N2CCN(C(=O)c3ccco3)CC2)cc1 (stereo unspecified)	102	0	103	100	0	103	101	104
CCN(CC)c1nc(=S)nc(NC(C)(C)C)[nH]1	96	2	98	101	1	99	100	104
O=C(O)c1cccc2c3c([nH]c12)CCCC3	104	0	108	117	2	105	107	101
Cc1c(CC(=O)N[C@@H](C)C(=O)O)c(=O)oc2cc3occ(-c4ccccc4)c3cc12	104	0	85	105	1	102	96	101
Cc1cccc(N2CCN(C(=O)COc3ccc4ccc(=O)oc4c3)CC2)c1C	133	2	84[may fluoresce violet]	123[may fluoresce violet]	12	42*[may fluoresce violet]	14[may fluoresce violet]	u

Looked up above.
Reading of COc1ccc(CNC(=O)CSCc2ccccc2Cl)cc1 in GRK2 aptamer HTS: 0
Reading of O=C(O)c1cccc2c3c([nH]c12)CCCC3 in RPL19A-GFP yeast: 105
Reading of COc1ccc(S(=O)(=O)NC2CCSc3ccccc32)cc1OC (stereo unspecified) in AGP1-GFP MLPCN: 99

(more compounds)
SMILES	CR mimetic SO	GRK2 aptamer HTS	LAP4-GFP MLPCN	MEP2-GFP yeast	VLA-4 inh	RPL19A-GFP yeast	AGP1-GFP MLPCN	CIT2 TOR yeast
O=c1[nH]c2ccccc2n2c(-c3ccccc3)nnc12	97	0	88	102	0	109	86	113
CC1CCCC(NC(=O)CSc2nccn2C)C1C (stereo unspecified)	100	4	95	101	-2	92	93	100
O=C(c1ccc(C(F)(F)F)cc1)n1ccc(-c2cccs2)n1	111	2	120	100	6	102	108	101
COCc1cc(=O)[nH]c(-c2ccc(C(F)(F)F)cc2)n1	99	2	103	93	2	99	98	92
CC(C)(CNC(=O)c1ccc(-c2ccccc2Cl)o1)N1CCOCC1	110	0	103	101	9	100	101	96
O=C(NCCc1ccccc1)c1ccccc1Cl	103	1	103	100	-24	100	100	96
O=C(O)CCCN1C(=O)C(=O)/C(=C(/O)c2ccc(Cl)cc2)C1c1ccccc1 (stereo unspecified)	95	3	106	109	13	100	103	104
NC(=S)Nc1cc(Cl)ccc1Cl	95	0	113	102	2	100	104	98
